From PubChem
Kir21 block – inhibitors of mouse Kir2.1 inward-rectifier potassium channel | Inward rectifier potassium channel 2 (Mus musculus), P35561 | HEK293-Kir2.1, FluxOR thallium flux fluorescence; hits give low values | B-score at 10 µM | 310,000 compounds, 0.85% hits;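 active = fluorescence ratio B-score at or below minus 3 SD of library scores, with starting-brightness B-score within 2 SD, cut at about -4.2 in these data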;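 also: channel flux triggered by added potassium and thallium sulfate stimulus; B-score of peak minus minimum fluorescence over baseline after thallium stimulus; more negative B-score means stronger Kir2.1 block with less thallium influx; some compounds called inactive have numbers as strong as hits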
Target sequence (P35561 whole entry, looked up): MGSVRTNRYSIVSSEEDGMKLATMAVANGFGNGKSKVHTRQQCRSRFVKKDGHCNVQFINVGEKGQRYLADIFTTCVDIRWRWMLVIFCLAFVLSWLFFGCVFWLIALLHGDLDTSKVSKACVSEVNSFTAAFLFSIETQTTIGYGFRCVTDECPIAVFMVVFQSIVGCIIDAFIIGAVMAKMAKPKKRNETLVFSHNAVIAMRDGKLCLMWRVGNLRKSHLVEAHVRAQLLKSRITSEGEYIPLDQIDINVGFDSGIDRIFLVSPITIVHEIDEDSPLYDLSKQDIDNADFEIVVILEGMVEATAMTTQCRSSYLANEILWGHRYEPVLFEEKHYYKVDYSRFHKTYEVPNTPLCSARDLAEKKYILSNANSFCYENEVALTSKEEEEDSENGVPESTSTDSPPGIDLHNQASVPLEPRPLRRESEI
STK33 inh – inhibitors of purified STK33 kinase, primary screen, biochemical, ADP-Glo luminescence, homogeneous, cell-free. AID 2661, 2010. MBP phosphorylation. 320,000 compounds, 0.073% hits. Serine/threonine-protein kinase 33 (Homo sapiens), Q9BYT3. inhibition, % at 10 µM;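 active = inhibition at or above 25%, using the most active replicate where run in duplicate; inactive = inhibition below 25%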
Target sequence (Q9BYT3 whole entry, looked up): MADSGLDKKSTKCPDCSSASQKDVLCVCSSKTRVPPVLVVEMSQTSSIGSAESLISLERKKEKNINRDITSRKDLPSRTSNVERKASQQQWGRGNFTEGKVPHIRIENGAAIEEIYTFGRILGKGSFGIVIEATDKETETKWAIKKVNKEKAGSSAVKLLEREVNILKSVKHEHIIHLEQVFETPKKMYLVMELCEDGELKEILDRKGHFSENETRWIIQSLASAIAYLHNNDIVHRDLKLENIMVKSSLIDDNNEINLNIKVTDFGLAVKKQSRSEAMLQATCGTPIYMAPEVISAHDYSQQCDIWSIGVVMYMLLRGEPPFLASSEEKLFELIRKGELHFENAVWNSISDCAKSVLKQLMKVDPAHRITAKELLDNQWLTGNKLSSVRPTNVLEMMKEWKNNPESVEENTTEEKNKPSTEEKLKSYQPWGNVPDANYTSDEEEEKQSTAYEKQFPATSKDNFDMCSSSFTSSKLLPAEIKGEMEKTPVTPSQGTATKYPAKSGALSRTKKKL
KCNQ2 inh – KCNQ2 potassium channel inhibitors, primary screen, cell-based, CHO-K1, FluxOR thallium flux, B-score (AID 2156); 20 min; hits give low values; B-score at 10 µM; 310,000 compounds, 1.1% hits; Potassium voltage-gated channel subfamily KQT member 2 (Rattus norvegicus), O88943;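 active = fluorescence ratio B-score at most minus 3 library SDs, with starting brightness B-score within 2 library SDs, cut at about -5.5 in these data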
Active calls of the source: *; i = inactive; . = not tested or not shown.

SMILES | Kir21 block | STK33 inh | KCNQ2 inh
CS(=O)(=O)N(CC(=O)NC1CCCCC1)c1cccc(F)c1 | -0.52 | 0.0 | i
C/C(=N/NC(=O)CSc1nc2ccccc2n1C)c1ccco1 | -0.06 | 0.9 | i
COC(=O)C1CSc2[nH]c(=O)sc2C1c1ccc(O)c(OC)c1 (configuration not stated) | 2.8 | -2.9 | i
CC(C)(C)c1cc(-c2csc(Nc3ccccc3)[n+]2Cc2ccc(C(=O)O)cc2)cc(C(C)(C)C)c1O | -4 | 1.8 | i
C=CCNC(=S)N/N=C/c1ccc(C)cc1C | 0.46 | -0.7 | i
Cn1c(=O)n(C)c2cc([N+](=O)[O-])c(N3CCN(S(C)(=O)=O)CC3)cc21 | 1.5 | -0.2 | i
CCOc1ccc2c(c1)C(c1ccccc1)=NNC(c1ccccc1)=N2 | 1 | -1.2 | i
CCn1cc(C(=O)O)c(=O)c2cc(F)c(N3CCN(C(=S)NC(=O)c4cccc(F)c4)CC3)cc21 | -0.82 | 0.6 | i
CC(=O)Nc1ccc(S(=O)(=O)NCc2csc(-c3cccnc3)n2)cc1 | 1.9 | -0.2 | i
Cc1cccn2c(NC(=O)c3ccccc3F)c(-c3ccccc3)nc12 | 1.4 | -0.4 | i
COc1cc(C(=O)NCC(=O)OCc2cc(=O)oc3c(C)c(C)ccc23)cc(OC)c1OC | 0.7 | -0.4 | i
NS(=O)(=O)c1ccc(NC(=S)Nc2nn(Cc3ccc(Cl)cc3Cl)cc2Cl)cc1 | 0.22 | -1.3 | i
O=C(c1ccc([N+](=O)[O-])cc1)N1CCN(C(=O)C2CCCCC2)CC1 | -0.21 | -0.6 | i
COc1ccccc1NC(=O)Nc1nnc(CC(=O)Nc2cccc(C)c2)s1 | -0.31 | -2.7 | i
Cn1c(NNC(=O)C2CCCCC2)cc(=O)n(C)c1=O | 1.2 | -1.5 | i
Cc1ccc(N2C(=O)C(Cc3ccc(O)cc3)NC2=S)cc1C (configuration not stated) | 0.16 | . | i
Cc1c(Nc2ccc(C=O)cc2)c(=O)n(-c2ccccc2)n1C | -1.3 | -0.4 | i
CCC1(C)Cc2ccccc2-c2nc(SC)[nH]c(=O)c21 (configuration not stated) | 1 | 0.0 | i
COc1ccc(CCCC(=O)NCCc2ccccc2)c(C)c1 | -0.45 | -7.7 | i
CN(C)C(=O)c1cc(C(=O)c2ccc(C(F)(F)F)cc2)c[nH]1 | -0.3 | 0.6 | i
Cc1ccc(S(=O)(=O)N2CCN(CC(=O)N(CC(C)C)c3c(N)n(CC(C)C)c(=O)[nH]c3=O)CC2)c(C)c1 | 0.7 | 1.7 | i
O=C1CSC(c2ccccc2)N1CCc1ccccc1 (configuration not stated) | -4.2* | -1.1 | i
C=CC[n+]1c(-c2ccc(OC)c(OC)c2)csc1NNC(=O)Nc1ccccc1 | 2.3 | -0.1 | i
Cc1cccc(Nc2nnc(SCC(=O)Nc3ccccc3[N+](=O)[O-])s2)c1 | 0.06 | -0.7 | i
O=C(O)c1ccc(NC(=O)c2cn(-c3ccccc3)nc2-c2cccc(Cl)c2)cc1 | 2.1 | -3.6 | i
Cc1ccc(N(CC(=O)Nc2cc(C)cc(C)c2)S(=O)(=O)c2c(C)noc2C)cc1 | -0.52 | -2.4 | i
O=C(CN1CCCC1)NC(=O)NC1CCCC1 | 2.3 | -0.5 | i
O=C(Nc1ccc(O)c2c(=O)cc(-c3ccccc3Cl)oc12)c1ccccc1Cl | 1.1 | 1.2 | i
CCCCn1c(N)c(N(CCC(C)C)C(=O)c2cccc(-n3cnnn3)c2)c(=O)[nH]c1=O | -2.2 | -0.5 | i
Cc1ccc(SCC(=O)Nc2ccc3c(c2)C(=O)NC3=O)cc1 | 0.01 | 2.6 | i
CCOC(=O)C1CCN(C(=O)Cc2cccc3ccccc23)CC1 | 0.92 | 0.2 | i
CC1CN(C(=O)c2ccc(NS(=O)(=O)c3cccc(Cl)c3)cc2)CC(C)O1 (configuration not stated) | 0.68 | . | i
Cc1ccc(C(=O)NC2CCN(CC(=O)Nc3ccccc3Cl)CC2)cc1 | -1.6 | -0.8 | i
COc1ccc(C(=O)/C=C/C(=O)N(CC(=O)NC2CCCCC2)Cc2cccs2)c(O)c1 | -2.7 | -0.1 | i
COc1ccc(C(C(=O)NC2CCCC2)N(Cc2cccs2)C(=O)c2ccn[nH]2)cc1OC (configuration not stated) | 0.19 | -1.6 | i
CCCCC(=O)N=c1sc2cc([N+](=O)[O-])ccc2n1C | -0.98 | 1.2 | i
O=C(NCc1ccc(C(F)(F)F)cc1)C1CC(c2ccc(C(F)(F)F)cc2)=NO1 (configuration not stated) | -0.34 | 1.1 | i
O=C(CCn1c(=O)c2ccccc2n(Cc2ccccc2)c1=O)NC1CCN(Cc2ccccc2)CC1 | -0.03 | 0.1 | i
COc1ccc2c(C(=O)CN3CCC(C)CC3)c[nH]c2c1 | 1.4 | -0.9 | i
O=C(NCc1ccco1)/C(=C\c1cccs1)NC(=O)c1ccco1 | -0.18 | -1.4 | i
CC1(C)Cc2c(C#N)c(N)sc(=S)c2CS1 | -2 | 1.9 | i
CC12CC(c3ccccc3O1)N(C(=O)c1ccco1)C(=S)N2c1ccc(F)cc1 (configuration not stated) | 0.02 | -1.0 | i
Cc1cc(Cl)cc(Cl)c1OCCCCN(C)C | -1 | -0.2 | i
CCOc1ccc(NC(=NCc2ccc3c(c2)OCO3)SC2CC(=O)N(c3ccccc3)C2=O)cc1 (configuration not stated) | -0.18 | -0.9 | i
CCOC(=O)c1ccccc1NC(=O)[C@@H]1CCCN1C(=O)OC(C)(C)C | 0.1 | -1.0 | i
NC(=S)Nc1ccc(C(F)(F)F)cc1Cl | 1.3 | -0.5 | i
CC(C)c1cc(C(=O)NC2CCCCC2)no1 | 0.3 | 2.3 | i
O=C(CCNC(=O)c1ccc([N+](=O)[O-])cc1)NNC(=O)c1ccncc1 | 1.3 | -3.0 | i
CCCc1nn(C)c(C(=O)Nc2ccc(Cl)cc2)c1Cl | 1.9 | 0.8 | i
COc1ccc(-c2cc(C(F)(F)F)n3nc(C(=O)O)nc3n2)cc1 | -0.36 | -0.7 | i

More results.
SMILES | Kir21 block | STK33 inh | KCNQ2 inh
O=C(CCCN=C1NS(=O)(=O)c2ccccc21)OCC(=O)c1ccc(F)c(F)c1 | 0.45 | 0.3 | i
NS(=O)(=O)c1ccc(NC(=S)NC(=O)C2CCCC2)cc1 | 1.3 | 0.4 | i
CC(C)(C)c1cc(C(=S)N2CCN(CCO)CC2)cc(C(C)(C)C)c1O | 0.06 | -1.3 | i
COc1cc(C)c(Cl)cc1S(=O)(=O)N1CCSC1 | 1.3 | -1.3 | i
Cc1ccc(NC(=O)C(C)Sc2nnc(C)n2C)cc1 (configuration not stated) | 0.14 | 0.4 | i
COc1ccc(C)cc1NC(=O)Nc1ccccc1 | 0.3 | 1.6 | i
Cc1ccccc1C(=O)c1cccn1CC(=O)NCc1ccccc1 | -0.69 | -1.2 | i
CN(CCO)c1nc(NCc2ccccc2)c2cnn(C)c2n1 | -0.49 | 1.1 | i
COc1ccc(Cc2nnc(SCc3nc4ccccc4c(=O)[nH]3)n2C)cc1 | -1.8 | 0.3 | i
Cc1ccc(-c2cc(C(=O)N/N=C/C=C/c3ccco3)c3ccccc3n2)cc1C | 0.89 | -0.3 | i
Nc1ncnc2nc(SCC(=O)N3CCN(c4ccccc4)CC3)[nH]c12 | -0.78 | 2.4 | i
CCCCOc1ccc(-c2cn3ccccc3n2)cc1[N+](=O)[O-] | 0.01 | 0.0 | i
COc1ccc(-c2nn(-c3ccccc3)cc2/C=C/C(=O)OCC(=O)Nc2ccc(C#N)cc2)cc1 | 1.9 | 1.3 | i
COc1ccccc1N(C)S(=O)(=O)c1ccc(C(=O)OCC(=O)NCc2cccs2)cc1 | -0.45 | -1.3 | i
C/C(=N/NS(=O)(=O)c1ccc(Br)cc1)c1c[nH]c2ccccc12 | -0.53 | -0.1 | i
CC1(C)Cc2cccc(OCC(O)CN3CCN(c4ccccn4)CC3)c2O1 (configuration not stated) | -0.02 | . | i
Cc1ccc(OCCOc2ccc(Br)cc2/C=N\NC(N)=O)cc1 | 0.63 | -0.5 | i
CC(C)(C)OC(=O)N[C@H](Cc1ccccc1)C(=O)N1CCC(C(=O)O)CC1 | -0.19 | -1.7 | i
O=C(CSc1nnc(Cn2cnc3ccccc32)o1)Nc1cccc2ccccc12 | -0.49 | -0.1 | i
CCCn1cc(SCC(=O)NCc2ccco2)c2ccccc21 | -5.2* | -1.1 | i
Cc1ccc(SCC(=O)OCC(=O)N(C)CC(=O)Nc2ccc(F)cc2)cc1 | 0.53 | -1.0 | i
COc1cccc(NC(=O)CSc2ncc(S(=O)(=O)c3ccccc3)c(=O)[nH]2)c1 | 0.55 | -1.4 | i
CN(C)/C=C1/C(=O)Nc2ccccc21 | 3 | 1.4 | i
O=C(NCC(O)c1ccc([N+](=O)[O-])cc1)c1cccc(S(=O)(=O)N2CCCC2)c1 (configuration not stated) | 1.1 | 0.3 | i
O=C(Cn1c(=O)oc2ccccc21)c1ccccc1 | -1 | -0.5 | i
CCOc1cc(/C=C2\C(=N)N3N=C(CC)SC3=NC2=O)ccc1OCCOc1ccc(NC(C)=O)cc1 | 0.3 | -1.0 | i
C=CCn1c(NC(=O)c2ccccc2)nc2ccccc21 | -0.31 | 8.2 | i
Cc1nc2[nH]c(=O)c3c(n2n1)NC1=C(C(=O)CC(C)(C)C1)C3c1ccc(F)cc1 (configuration not stated) | -1.3 | 0.2 | i
COc1ccc(OCc2cc(C(=O)N(C)Cc3cnccn3)no2)c(Cl)c1 | -0.13 | -2.4 | i
COc1ccc2c(c1)C=C(CN1CCN(Cc3ccccc3C)C(CCO)C1)CO2 (configuration not stated) | -0.31 | -0.3 | i

Three successive entries already listed:
SMILES | Kir21 block | STK33 inh | KCNQ2 inh
CS(=O)(=O)N(CC(=O)NC1CCCCC1)c1cccc(F)c1 | -0.52 | 0.0 | i
C/C(=N/NC(=O)CSc1nc2ccccc2n1C)c1ccco1 | -0.06 | 0.9 | i
COC(=O)C1CSc2[nH]c(=O)sc2C1c1ccc(O)c(OC)c1 (configuration not stated) | 2.8 | -2.9 | i

Retrieved by structure from the list above, five records:
SMILES | Kir21 block | STK33 inh | KCNQ2 inh
O=C(Nc1ccc(O)c2c(=O)cc(-c3ccccc3Cl)oc12)c1ccccc1Cl | 1.1 | 1.2 | i
CCOc1cc(/C=C2\C(=N)N3N=C(CC)SC3=NC2=O)ccc1OCCOc1ccc(NC(C)=O)cc1 | 0.3 | -1.0 | i
CCOc1ccc2c(c1)C(c1ccccc1)=NNC(c1ccccc1)=N2 | 1 | -1.2 | i
Cc1nc2[nH]c(=O)c3c(n2n1)NC1=C(C(=O)CC(C)(C)C1)C3c1ccc(F)cc1 (configuration not stated) | -1.3 | 0.2 | i
Cc1ccccc1C(=O)c1cccn1CC(=O)NCc1ccccc1 | -0.69 | -1.2 | i

(next part)
SMILES | Kir21 block | STK33 inh | KCNQ2 inh
C=CCn1c(NCCc2ccccc2)nc2c1c(=O)n(C)c(=O)n2C | 1.9 | 0.0 | i
ClC(Cl)c1nnc(-c2ccccc2)c(-c2c[nH]c3ccccc23)n1 | 0.18 | -0.6 | i
NCC(=O)CCC(=O)O | 0.21 | 1.5 | i
COc1cc(/C=N/NC(=O)c2ccccc2Cl)ccc1Oc1ccc([N+](=O)[O-])cn1 | 0.15 | 1.5 | i
Cc1cccc(OCc2nc3c4c(ncn3n2)-c2ccccc2CC42CCCC2)c1 | -0.29 | . | i
COc1ccc(CN2CCN(C)CC2)cc1OCc1ccccc1 | -3.6 | 0.3 | i
O=C(CSCc1ccccc1Cl)NCCSc1ccccn1 | -1.1 | -2.4 | i
Cc1ccc(CS(=O)Cc2ccc(C(=O)NC3CCC(C)CC3)o2)cc1 (configuration not stated) | 0.14 | 0.6 | i
O=C1CC(c2ccccc2Cl)=NN(c2ncnc3ccccc23)C1=O | 1.7 | -0.7 | i
Cc1ccc(NC(=O)c2ccn(C(=O)Nc3ccccc3)n2)c(C)c1 | -1.5 | 0.0 | i
CCOc1ccc2nc(SCC(=O)N3c4ccccc4Sc4ccccc43)c(C#N)cc2c1 | 0.34 | -1.8 | i
CC1Cc2ccccc2N1CC(=O)Nc1ccc(S(N)(=O)=O)cc1 (configuration not stated) | -0.23 | -2.4 | i
O=C(O)CC1C(=O)OCN1C(=O)OCc1ccccc1 (configuration not stated) | 0.03 | 0.0 | i
C=C1SC(=Nc2c(C)cc(C)cc2C)N(C(=O)c2sc3ccccc3c2Cl)C12CCCCC2 | -1.8 | -0.7 | i
CN(C)CCNC(=O)c1coc(=O)c(Br)c1 | 1.1 | -0.2 | i
Cc1ccc(CN2C(=O)CSC(C)C2=O)cc1 (configuration not stated) | -2 | -0.5 | i
Cc1ccc(Cl)cc1N1CCN(C(=O)CSc2nnc3n2C(C)(C)Cc2ccccc2-3)CC1 | 0.79 | 0.0 | i
CCC(=O)Nc1nonc1-c1nc2ccccc2n1CC(C)C | 1.5 | -0.7 | i
Cc1cc(NS(=O)(=O)c2ccc(NC(=O)CCSc3ccc(F)cc3)cc2)nc(C)n1 | 0.41 | -0.8 | i

Grouped by structure: those above containing a cyano group
SMILES | Kir21 block | STK33 inh | KCNQ2 inh
CC1(C)Cc2c(C#N)c(N)sc(=S)c2CS1 | -2 | 1.9 | i
COc1ccc(-c2nn(-c3ccccc3)cc2/C=C/C(=O)OCC(=O)Nc2ccc(C#N)cc2)cc1 | 1.9 | 1.3 | i
CCOc1ccc2nc(SCC(=O)N3c4ccccc4Sc4ccccc43)c(C#N)cc2c1 | 0.34 | -1.8 | i
